# Source: PubChem BioAssay
# PDI turbidity: inhibitors of human PDI, primary screen, biochemical, turbidity, single point, plate reader; Protein disulfide-isomerase (Homo sapiens), P07237; PDI insulin aggregation turbidity, A650, 90 min; inhibition, % at 10 µM; 0.052% of 350,000 active; AID 588391, 2011;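 active means mean inhibition across replicates of 30% or more, whatever share of single replicates reach that level; inconclusive means mean inhibition below 30% while every single replicate reaches 30%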;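 further: absorbance from insulin aggregation driven by PDI reduction with DTT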
# Target sequence (P07237 whole entry, looked up): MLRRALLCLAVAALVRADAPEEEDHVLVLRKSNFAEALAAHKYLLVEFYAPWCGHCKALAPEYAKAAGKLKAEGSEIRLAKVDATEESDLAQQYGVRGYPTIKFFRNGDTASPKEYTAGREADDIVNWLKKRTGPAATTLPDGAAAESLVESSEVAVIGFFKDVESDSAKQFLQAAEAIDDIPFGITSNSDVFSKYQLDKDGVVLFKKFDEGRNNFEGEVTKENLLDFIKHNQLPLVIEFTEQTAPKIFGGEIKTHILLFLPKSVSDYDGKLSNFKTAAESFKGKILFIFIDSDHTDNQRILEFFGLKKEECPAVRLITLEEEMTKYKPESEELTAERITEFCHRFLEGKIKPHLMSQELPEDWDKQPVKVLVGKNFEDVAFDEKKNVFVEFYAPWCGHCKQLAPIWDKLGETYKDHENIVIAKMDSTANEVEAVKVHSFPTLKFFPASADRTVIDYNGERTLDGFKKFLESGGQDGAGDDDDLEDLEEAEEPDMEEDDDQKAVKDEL
# CaV13 ICDI inh: Primary screen for inhibitors of IQ motif and Ca2+-dependent inactivation inhibitor domain binding in CACNA1D, Förster resonance energy transfer in living cells, …; HEK cells, CFP/YFP FRET ICDI-IQ, plate reader, 10 min; percent FRET-ratio fall versus neutral wells; inhibition, % at 12.3 µM; 0.098% of 340,000 active;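 active means mean replicate inhibition of at least 30% and at least 1% of replicates passing that level; inconclusive means only one of the two criteria is met; inactive means neither criterion is met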;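 further: 0% = median of the neutral control wells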
# aDG glyco act: activators of alpha-DG glycosylation, primary screen, uHTS, Pro5-aDG cells, AlphaScreen; alpha-DG glycosylation AlphaScreen (IIH6); 0% Pro5, 100% B10-LARGE cell signal; activation, % at 10 µM; 0.22% of 360,000 active;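 active means activation of at least 8% versus controls, or a plate z-score of at least 8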;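 further: Pro5 are CHO cells carrying HIG-tagged alpha-DG that lacks glycosylation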
# HIF-2a inh: HIF-2a reporter inhibitors, primary screen, luminescence, 786-0 RCC cells; inhibition, % at 18.8 µM; 786-0 RCC cells HIF-2a reporter, luciferase luminescence, overnight; 0.72% of 360,000 active;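 active means inhibition of the luminescence signal of 40% or more relative to plate controls, in a single-dose primary screen at 18.75 µM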
# MITF TRPM1 inh: inhibitors of MITF-dependent TRPM1 promoter reporter, primary screen, cell-based, SK-MEL-5, single point, luciferase; AID 488899, 2010; SK-MEL-5 TRPM1 promoter luciferase, 24 h; 0.83% of 330,000 active; inhibition, % at 12.5 µM;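 active means mean inhibition across replicates of 60% or more, whatever share of single replicates reaches that level; inconclusive means some that reach 60%, reason not given; inactive means mean inhibition across replicates below 60%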; further: values of inactives mirror those of a sister screen read the other way
# Vif inh: HIV Vif self-association inhibitors, primary screen, imaging, HEK293T, single point | 0.35% of 340,000 active | AID 602346, 2012 | HEK293T cells, Vif self-association by quenched fluorescence, 24 h | inhibition, % at 7.49 µM; in the data active means inhibition above about 50%, passing the limit was not always enough; inconclusive means no clear call, values can overlap the other calls; inactive means below about 31%; further: some results filed as inactive read as strong as hits
# Exocytosis inh: LAMP-1 surface exposure blockers, TALL-104 cells – cell-based, flow cytometry, MLPCN library, primary screen; TALL-104 LAMP-1 surface exposure; cells stimulated with thapsigargin and PMA; inhibition, % at 10 µM; 0.66% of 360,000 active; AID 651702, 2012;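 active means inhibition above about 55%, limit read from the data; inconclusive means no clear call, values can overlap the other calls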
# Peg3 promoter: Peg3 promoter-driven luciferase inhibitors, primary screen, cell-based, HeLa, luciferase luminescence. AID 588405, 2011. inhibition, % at 20 µM. 1.7% of 360,000 active. HeLa PEG-Prom luciferase reporter, overnight;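 active means inhibition of at least 50% at 20 µM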
# iPSC survival up: enhancers of single-cell hiPSC survival, primary screen, ATPlite luminescence | AID 602274, 2012 | 0.044% of 360,000 active | survival enhancement, % at 20 µM | 100% = ROCK inhibitor wells, 0% = DMSO; in the data active means survival enhancement above about 18%;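 further: cells exposed to compounds for 16 hours before the ATP read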
# NR2E3 ag-1: NR2E3 agonists in two-hybrid cells, primary screen, cell-based, luminescence, CHO-S, Gal4-NCOR/VP16-NR2E3; luciferase; 0.35% of 360,000 active; AID 602229, 2012; inhibition of corepressor binding, % at 3.98 µM;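 active means inhibition above the mean of all tested compounds plus 3 SD, cut at about 70% in these data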;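 further: 0% = DMSO with NR2E3 transfected cells and 100% = cells lacking NR2E3 construct; higher means lower luciferase signal from less NR2E3 corepressor binding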
# Target sequence (Q9Y5X4 whole entry, looked up, the tested form may be a part): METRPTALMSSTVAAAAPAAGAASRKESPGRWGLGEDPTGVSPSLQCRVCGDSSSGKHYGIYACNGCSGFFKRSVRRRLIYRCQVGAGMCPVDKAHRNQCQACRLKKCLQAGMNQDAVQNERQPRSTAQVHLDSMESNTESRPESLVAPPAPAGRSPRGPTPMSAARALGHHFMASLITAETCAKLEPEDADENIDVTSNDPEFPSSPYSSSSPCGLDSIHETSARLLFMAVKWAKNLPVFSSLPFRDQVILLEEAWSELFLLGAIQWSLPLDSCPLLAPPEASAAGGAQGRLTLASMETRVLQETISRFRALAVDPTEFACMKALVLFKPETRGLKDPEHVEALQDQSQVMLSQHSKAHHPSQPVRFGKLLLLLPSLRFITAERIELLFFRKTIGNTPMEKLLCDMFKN
# NR2E3 ag-2: inhibitors of NR2E3-RetCOR corepressor binding, primary screen, NR2E3 agonist project, biochemical, TR-FRET, GST-NR2E3, biotin-RetCOR; Photoreceptor-specific nuclear receptor (Homo sapiens), Q9Y5X4; 1536-well; inhibition of corepressor binding, % at 4.78 µM; 0.12% of 320,000 active; AID 2300, 2010;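 active means percent inhibition above the cutoff of mean plus 3 SD of all tested compounds, set per screening campaign, cut at about 20% in these data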;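 further: 0% = DMSO wells and 100% = biotin wells as full block of FRET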
#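 Material: NR2E3–RetCOR corepressor complex / Amount: 1.35 nM GST-NR2E3 / Medium: Tris pH 7.5 / Compound: single nominal compound dose of 4.8 µM / Incubation: 5 h at 4 °C / Technique: TR-FRET, Eu(K)-anti-GST donor, streptavidin-D2 acceptor, ex 340, em 617/671 nm / Read-out basis: percent loss of FRET ratio relative to control wells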
# Numbers without * were called inactive; ? = inconclusive; . = no result given.
SMILES,PDI turbidity,CaV13 ICDI inh,aDG glyco act,HIF-2a inh,MITF TRPM1 inh,Vif inh,Exocytosis inh,Peg3 promoter,iPSC survival up,NR2E3 ag-1,NR2E3 ag-2
CC1(C)Cc2cccc(OCC(=O)NC3CC3)c2O1,-3,-5,-0.3,9,1,-12,3,-5,-1.5,-21,0
CC1CCCC(NC(=S)Nc2cccc(S(=O)(=O)N(C)C)c2)C1C (stereo unspecified),1,-6,-0.7,17,0,-9,-3,20,-0.8,-10,4
Cn1c(/C=C/c2cccc([N+](=O)[O-])c2)c([N+](=O)[O-])c(=O)n(C)c1=O,-3,-5,0.4,45*,49,2,-2,32,0.1,-3,-2
O=S(=O)(Cc1ccccc1)N=Nc1c(O)[nH]c2ccc(Br)cc12,-1,.,0.8,15,32,4,-8,12,0.2,-13,-1
O=C(NCc1ccccn1)c1ccc(N2CCCC2)c([N+](=O)[O-])c1,13,-1,0.1,-8,-10,0,-1,-1,1.1,-13,-1
Cc1nn(-c2ccccc2)c(Cl)c1/C=C(\CC(=O)O)c1nc2ccccc2s1,-13,-5,-0.2,12,2,7,-6,3,-1.6,11,2
COc1ccc2[nH]c3c(c2c1)CCN1C(=O)C(CC(=O)NCCC2=CCCCC2)C[C@H](C(=O)N2CCOCC2)[C@@]31C (stereo partly specified),1,-6,-0.1,11,4,2,1,12,2.2,12,.
COC(=O)c1cn(-c2ccccc2)nc1-c1ccc(OC)c(OC)c1,-2,-4,0.0,-39,-1,-15,5,-14,-0.4,-2,-1
CCCCc1cc(=O)oc2cc(C)cc(OCC(=O)O)c12,-2,-4,-0.1,2,-4,11,2,2,-1.2,-18,3
COc1ccc(N2CCN(CCCNC(=O)C3CCCN(S(=O)(=O)c4c(C)n[nH]c4C)C3)CC2)cc1 (stereo unspecified),-4,3,0.1,11,-1,5,0,15,-1.4,13,0
NC(N)=NS(=O)(=O)c1ccc(NC(=S)NC(=O)c2sc3ccccc3c2Cl)cc1,1,-15,0.0,10,6,2,2,5,-1.0,-17,-5
CCn1cc(C(=O)N2CCN(c3cccc(C)c3C)CC2)c(=O)c2ccc(C)nc21,14,-3,0.3,4,1,0,-4,-6,-0.6,43,-4
O=C(CSc1nnc(CNC(=O)c2ccccc2F)o1)NCc1ccco1,11,-2,0.0,8,7,-6,-8,0,-0.2,4,-2
O=C(OCC1CC(c2ccccc2)=NO1)c1ccco1 (stereo unspecified),-1,-5,-0.1,5,-9,-1,-6,-10,-0.6,-4,-3
CN(CCOc1ccc(Cl)cc1)C(=O)C1CCN(C(=O)c2ccc(F)cc2)CC1,-10,-6,0.2,12,0,2,0,14,-0.5,-6,3

# Looked up by compound from the list above:
SMILES,PDI turbidity,CaV13 ICDI inh,aDG glyco act,HIF-2a inh,MITF TRPM1 inh,Vif inh,Exocytosis inh,Peg3 promoter,iPSC survival up,NR2E3 ag-1,NR2E3 ag-2
CN(CCOc1ccc(Cl)cc1)C(=O)C1CCN(C(=O)c2ccc(F)cc2)CC1,-10,-6,0.2,12,0,2,0,14,-0.5,-6,3
Cc1nn(-c2ccccc2)c(Cl)c1/C=C(\CC(=O)O)c1nc2ccccc2s1,-13,-5,-0.2,12,2,7,-6,3,-1.6,11,2
NC(N)=NS(=O)(=O)c1ccc(NC(=S)NC(=O)c2sc3ccccc3c2Cl)cc1,1,-15,0.0,10,6,2,2,5,-1.0,-17,-5

# (list continues)
SMILES,PDI turbidity,CaV13 ICDI inh,aDG glyco act,HIF-2a inh,MITF TRPM1 inh,Vif inh,Exocytosis inh,Peg3 promoter,iPSC survival up,NR2E3 ag-1,NR2E3 ag-2
COC(=O)C1=CN(Cc2ccc(OC)c(OC)c2)C=C(C(=O)OC)C1c1cccs1,2,8,0.0,-14,-18,0,-2,-3,-0.4,-6,.
OC1(c2cccc(C(F)(F)F)c2)CCN(CCN2CCCCC2)CC1,-3,-6,0.0,13,-19,-1,13,9,0.1,4,5
C/C(CC(=O)Nc1ccc(C)c(Cl)c1)=N\NC(=O)c1cccc(O)c1,0,-22,0.0,3,-3,1,5,5,-0.8,-94,-1
Cc1nc2ccccc2c(=O)n1Cc1ccco1,6,-3,-0.2,12,.,.,-3,9,-0.4,-17,-1
O=C1COc2ccccc2N1Cc1ccc(Cl)cc1,0,-3,0.0,13,17,-1,3,28,-0.6,-19,2
CCCOc1ccc(C2Nc3cccc4cccc(c34)N2)cc1,-13,-3,-0.1,-34,-7,26,9,-30,-0.6,-37,5
COc1ccc(OC)c(/C=C/C(=O)Nc2ccc(OC)nc2)c1,20,-7,0.2,-41,-13,-7,1,-42,2.1,9,2
COc1ccc(/C=C/C(=O)OCC(=O)NC2CC2)c(OC)c1,8,-13,-0.1,-14,4,-1,9,11,-0.3,-6,.
Cc1ccc(C)c(NS(=O)(=O)c2cc(C(=O)NCc3ccncc3)ccc2C)c1,12,-2,0.0,18,11,-1,-4,9,-0.2,7,-4
C#CCOc1ccccc1/C=C1/C(=O)ON=C1C,20,-11,-0.1,39,15,1,-9,24,-0.7,-23,1
COc1ccc(C(=O)Oc2cc(OC)cc(OC)c2C(C)=O)cc1,-2,-7,1.4,2,-13,-4,-2,-10,1.5,-25,2
Cc1ccc(NC(=O)CS(=O)(=O)c2cn(CC(=O)N3CCOCC3)c3ccccc23)cc1,-1,-6,0.0,-25,7,7,-5,-32,0.3,-11,1
Cc1ccc(-n2c(=O)cc(N3CCc4ccccc4C3)[nH]c2=O)cc1,19,.,-0.1,-12,5,-3,-2,14,1.0,-3,0
O=C(NCCc1c[nH]c2ccccc12)C(=O)c1c[nH]c2ccccc12,2,-7,-0.1,-33,-6,-2,4,-24,-0.4,-3,0
O=C(NCC(=O)N(c1cccnc1)C(C(=O)NC1CCCC1)c1cccs1)c1cccs1 (stereo unspecified),-2,-5,0.1,15,-12,21,0,12,-2.1,1,4
CCOC(=O)C1=C(C)N(c2nonc2NC(C)=O)C(N)=C(C#N)C1c1ccccc1F (stereo unspecified),-4,0,-0.1,16,-7,0,-2,15,0.1,-20,0
COc1ccc(S(=O)(=O)NCc2cccnc2)c2ccccc12,13,-2,0.0,12,6,-1,-3,12,-0.5,-4,1
S=C(NC1CCCCC1)N1CCOCCOCCN(C(=S)NC2CCCCC2)CCOCC1,2,-2,0.0,16,.,1,6,7,0.1,-20,0
CCOC(=O)c1ccc(N2C(=O)CC(Sc3nc(O)c(CC)c(=O)[nH]3)C2=O)cc1 (stereo unspecified),4,.,0.2,7,3,16,3,8,1.5,-20,0
Cc1ccc(S(=O)(=O)N(C)C)cc1NC(=O)C1CCCN(C(=O)c2ccc(Cl)cc2)C1 (stereo unspecified),0,-5,0.2,10,4,-1,-1,4,0.3,1,0
O=C(CN(C(=O)c1csnn1)c1cccc2c1CCCC2)NCc1ccccc1,8,-4,0.0,11,5,-2,0,28,-0.2,-12,6
O=C(N=c1nc2ccccn2s1)c1ccccc1,-8,-3,0.0,-41,-7,1,1,-36,-3.8,-97,4
CC(C)CCC(C(=O)O)C(C)CC(=O)Nc1ccn(-c2ccccc2)n1 (stereo unspecified),-1,-4,-0.1,2,-11,-1,-2,9,0.0,-1,-3
COCCN(C(=O)COC(=O)CSc1ccccc1)c1c(N)n(Cc2ccccc2)c(=O)[nH]c1=O,-3,-6,-0.1,12,7,26,-4,13,1.4,22,3
C/C(=N/NC(=O)c1cc(-c2ccccc2)nc2c(Cl)cccc12)c1cccnc1,5,-6,-0.4,15,10,.,-2,36,-0.4,-41,.
Cn1nc(-c2ccc(Cl)cc2)cc1NC(=O)Nc1ccccc1,-3,-5,-0.2,-110,-8,-1,-5,-57,-0.6,-13,5
O=C(Nc1cccc(-c2cccc(Cl)c2)c1)C1CCN(Cc2ccc(CO)o2)CC1,-4,-5,3.3,-14,-2,-9,5,54*,-0.5,-44,3
COc1ccc(/C=C(\NC(=O)c2ccccc2)C(=O)NC2CCS(=O)(=O)C2)cc1 (stereo unspecified),4,-7,0.0,16,9,2,-2,10,-0.6,-40,-2
c1ccc(-c2nnc(CN3CCCc4ccccc43)o2)cc1,0,-4,0.2,-54,8,-1,2,-13,-0.9,-45,1
N#Cc1nc(Cl)c(Cl)c(NN)c1Cl,11,-13,0.1,21,11,3,10,12,0.3,10,1
Cc1ccc(-n2c(CNc3ccc(F)cc3)nnc2SCC(=O)N2CCCC2)cc1,-8,.,0.6,23,10,1,-1,10,-1.3,-15,-1
COC(=O)c1ccccc1NC(=S)N1CCOCC1,2,-20,-0.1,10,7,10,15,-3,1.4,21,1
Oc1ccc(Cl)cc1CNCC1CCCO1 (stereo unspecified),2,-4,0.1,13,8,?,4,3,0.6,-11,0
CCOC(=O)c1cnc(Nc2nc3ccccc3o2)nc1CSC(=S)N1CCCCC1,2,1,-0.2,-74,-11,-7,-3,-126,-1.0,-38,0
CC(=O)Nc1ccc(SCC(=O)c2cc(C)n(-c3ccccc3F)c2C)cc1,1,-4,0.1,50*,0,-4,-4,18,-0.6,69,4
COc1cc2c(cc1OC)[C@@H](NC(=O)COc1ccccc1)[C@H](OCc1ccccc1)C2,3,-6,-0.1,-7,-15,-3,26,9,-0.5,-21,.
CCN1C(=O)c2cccc3c(S(=O)(=O)Nc4ccccc4O)ccc1c23,-8,-4,0.0,-89,10,112*,-9,-21,-0.4,-9,7
COc1ccc(NS(=O)(=O)c2cc([N+](=O)[O-])ccc2NN=Cc2ccccc2OCC(=O)O)cc1,0,-10,0.1,-3,-2,-5,4,7,0.4,4,.
Cc1cc(C)cc(OCC(=O)Nc2ccc(-n3cnnn3)cc2)c1,3,-5,0.3,-8,4,-3,1,1,-0.2,3,3
Cc1cc(C)nc(NC(=NCCc2c[nH]c3ccccc23)NC(=O)Nc2ccc(Cl)cc2)n1,16,-6,0.0,12,-7,-4,1,10,-0.9,-17,3
CC1CN(C(=S)Nc2cccc(Cl)c2)CC(C)O1 (stereo unspecified),3,0,0.1,-1,2,8,-5,9,-0.6,-11,1
CC(=O)c1ccc(S(=O)(=O)Nc2ccc(-c3ccc4nncn4n3)cc2)cc1,-11,-11,-0.2,8,-4,24,-6,1,0.1,11,0
C[C@@H]1[C@@H](Sc2ccccc2)CC(=O)O[C@@H]1c1ccc(-c2ccccc2)cc1,-4,-5,0.7,98*,11,-10,-1,97*,-3.1,-2,4
COc1cccc(-c2n[nH]c3c2CCC3)c1,-2,-5,-0.2,-24,-12,-4,-1,-29,-0.8,-19,2
